WRN helicase inh: qHTS for Inhibitors of WRN Helicase; Bifunctional 3'-5' exonuclease/ATP-dependent helicase WRN (Homo sapiens), Q14191; WRN helicase unwinding, fluorescent forked duplex, kinetic; Potency, µM (highest dose often 114 µM), for the others: top-dose activity change, negative = inhibition, most hits filed as inhibitors; 360,000 tested, 0.46% active; AID 651768, 2012; also: potency is read from the fitted curve at half-maximal effect; % is scaled to controls: 0 for no effect and ±100 for the full control effect; nearly all actives have a fitted effect of over 55% in size
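Kinetic fluorescence helicase assay: unwinding of a quenched forked DNA duplex (100 nM final) with 2 mM ATP final raises red fluorescence (525/598 nm). Compounds sat 15 min at room temperature with 20 nM WRN beforehand.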
MmCpn inh: Inhibitors of TCP-1 ring complex (TRiC) of Methanococcus maripaludis (MmCpn): qHTS; Chaperonin Mm-Cpn (Methanococcus maripaludis); Potency, µM (highest dose often 76.9 µM), for inactives: at the top dose activity, negative = inhibition, usual class: inhibitors; purified Mm-Cpn ATPase, ADP Transcreener TR-FRET; 330,000 tested, 0.031% active; also: potency is read from the fitted curve at half-maximal effect; % is scaled to controls: 0 for no effect and ±100 for the full control effect; nearly all actives have a fitted effect of over 80% in size
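ATP (10 uM final) was added to archaeal chaperonin (25 nM final) after 10 min exposure to test compound at 37°C; after 30 min further incubation, ADP was detected by competitive TR-FRET.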
EPAC2 antagonist: qHTS for Antagonist of cAMP-regulated guanine nucleotide exchange factor 2 (EPAC2): primary screen. 360,000 tested, 0.18% active. Rap guanine nucleotide exchange factor 4 (Homo sapiens), Q8WZA2. Potency, µM (highest dose often 114 µM), for the others: at the top dose activity, negative = inhibition, hits mostly inhibitors. EPAC2 GEF exchange of Rap1B-BODIPY-GDP, fluorescence; also: potency is read from the fitted curve at half-maximal effect; % is scaled to controls: 0 for no effect and ±100 for the full control effect; nearly all actives have a fitted effect of over 45% in size; many of its hits are not listed in these tables
Target sequence (Q8WZA2 whole entry, looked up): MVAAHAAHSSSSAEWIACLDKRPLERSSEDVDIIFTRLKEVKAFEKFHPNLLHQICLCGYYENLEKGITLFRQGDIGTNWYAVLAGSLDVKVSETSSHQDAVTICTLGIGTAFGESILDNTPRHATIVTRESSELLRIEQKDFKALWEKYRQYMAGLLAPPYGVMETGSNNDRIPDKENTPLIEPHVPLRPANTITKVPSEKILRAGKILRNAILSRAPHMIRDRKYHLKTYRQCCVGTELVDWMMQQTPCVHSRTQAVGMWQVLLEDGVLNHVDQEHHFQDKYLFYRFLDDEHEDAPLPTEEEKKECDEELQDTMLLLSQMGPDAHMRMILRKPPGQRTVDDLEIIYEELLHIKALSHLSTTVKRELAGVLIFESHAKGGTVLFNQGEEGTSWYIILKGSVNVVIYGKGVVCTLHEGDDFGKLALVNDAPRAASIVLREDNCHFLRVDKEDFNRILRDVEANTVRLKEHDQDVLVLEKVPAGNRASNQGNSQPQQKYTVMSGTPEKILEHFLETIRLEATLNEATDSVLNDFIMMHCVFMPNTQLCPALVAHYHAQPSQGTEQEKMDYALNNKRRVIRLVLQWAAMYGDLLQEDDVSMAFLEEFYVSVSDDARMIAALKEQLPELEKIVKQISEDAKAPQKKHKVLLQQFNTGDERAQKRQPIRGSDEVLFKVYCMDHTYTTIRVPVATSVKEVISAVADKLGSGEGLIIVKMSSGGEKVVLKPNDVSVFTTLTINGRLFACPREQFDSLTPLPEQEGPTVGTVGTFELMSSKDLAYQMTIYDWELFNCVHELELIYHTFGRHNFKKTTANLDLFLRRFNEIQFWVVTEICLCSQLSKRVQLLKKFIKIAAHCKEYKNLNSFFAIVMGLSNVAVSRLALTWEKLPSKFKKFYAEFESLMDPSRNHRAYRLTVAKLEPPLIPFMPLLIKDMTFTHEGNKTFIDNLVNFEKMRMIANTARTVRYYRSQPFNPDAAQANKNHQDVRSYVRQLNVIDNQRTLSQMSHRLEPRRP
EPAC1 agonist: qHTS for Agonist of cAMP-regulated guanine nucleotide exchange factor 3 (EPAC1): primary screen | Rap guanine nucleotide exchange factor 3 (Homo sapiens), O95398 | EPAC1 agonist qHTS, biochemical assay; response scale: 100% = response to 6.5 mM cAMP | Potency, µM (series often up to 154 µM), for the others: top-dose activation, hits mostly activators | 360,000 tested, 0.073% active; also: potency is read from the fitted curve at half-maximal effect; nearly all actives have a fitted effect of over 60% in size
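Fluorescent GDP-exchange assay: 100 nM EPAC1 with 250 nM Rap1B preloaded with BODIPY-GDP and 50 uM GDP; compounds tested as concentration series, 5 min at room temperature, then read every 5 min for 30 min (ex 480/em 540 nm); normalized to 6.5 mM cAMP.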
PI5P4K alpha inh: qHTS for Inhibitors of phosphatidylinositol 5-phosphate 4-kinase (PI5P4K); Phosphatidylinositol 5-phosphate 4-kinase type-2 alpha (Homo sapiens), P48426; PI5P4Kalpha enzyme, ADP-Glo luminescence, 60 min; active compounds read low; max response, %; 330,000 tested, 1.2% active; active = max response of -50% or lower; inconclusive = between -30% and -50%; inactive = -30% or higher; also: value at the top dose of about 77 µM; % is scaled to controls: 0 for no effect and ±100 for the full control effect
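Single end-point luminescence (ADP-Glo) quantified ADP from PI5P4Kalpha turnover; ATP 5 microM final, 1 h at RT, 0.1% CHAPS and 0.28 mM EGTA in HEPES pH 7.4.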
EPAC1 antagonist: qHTS for Antagonist of cAMP-regulated guanine nucleotide exchange factor 3 (EPAC1): primary screen. 360,000 tested, 0.14% active. Potency, µM (highest dose often 115 µM), for the others: at the top dose activity change, negative = inhibition, hits mostly inhibitors. EPAC1 GEF assay, Rap1b-BODIPY-GDP exchange fluorescence. AID 720709, 2013;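 also: potency is read from the fitted curve at half-maximal effect; plate controls were vehicle for no effect and positive control for full effect; nearly all actives have a fitted effect of over 50% in size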
PLK1 PBD inh: qHTS for Inhibitors of PLK1-PDB (polo-like kinase 1 - polo-box domain): Primary Screen. 360,000 tested, 2.8% active. Serine/threonine-protein kinase PLK1 (Homo sapiens), P53350. Plk1 PBD binding of FITC phosphopeptide, fluorescence polarization. Potency, µM, inactives show max response, negative = inhibition, hits mostly inhibitors; also: potency is read from the fitted curve at half-maximal effect; series mostly up to about 57 µM; % is scaled to controls: 0 for no effect and ±100 for the full control effect; nearly all actives have a fitted effect of over 65% in size
CCT chaperon mod: High-Throughput Screening for Modulators of Cytosolic Chaperonin Activity. purified chaperonin ATPase assay, HTRF ADP detection, 30 min. activity change, % (concentration not given with the values), hits read low. 360,000 tested, 0.3% active. AID 651819, 2012; in the data active = activity change below about -30%; also: % is scaled to controls: 0 for no effect and ±100 for the full control effect
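ATPase activity: ADP formed was measured by HTRF Transcreener (665/615 nm ratio) after 30 min at 37 deg C with 10 uM ATP. Compounds screened at one 76 uM concentration against 40 or 20 nM TRiC in Tris pH 7.4/KCl/MgCl2/DTT buffer.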
Active calls of the source: *; u = inconclusive; x = no result given; & = joins results of further samples. Unless noted, calls follow the shape of the dose curve; as a rule, active = well fitted curve in the direction sought with a large enough effect; inconclusive = small, poorly fitted or top-dose-only effect, or another doubt; inactive = no such curve, though single readings can be large; an effect the other way counts as inactive or inconclusive.

SMILES | WRN helicase inh | MmCpn inh | EPAC2 antagonist | EPAC1 agonist | PI5P4K alpha inh | EPAC1 antagonist | PLK1 PBD inh | CCT chaperon mod
CC1(C(=O)Nc2ccc(Cl)cc2)Cc2c(-c3ccc4c(c3)OCO4)ccnc2O1 (stereo not given) | 0% | x | 7% | -5% | 2 | 6% | 5% | -1.5
CCN(CC)CCOc1ccc(/C(=C(/Cl)c2ccccc2)c2ccccc2)cc1 | -8% | u | -24%&-28% | 1%&-12% | 2&35 | -9%&2% | -13%&-12% | -0.6&-0.9
O=C(Nc1ccncc1)c1cc(S(=O)(=O)N2CCCC2)ccc1Cl | 4% | -2% | -1% | -4% | 6 | -22% | -16% | -0.2
CCOC(=O)c1cccc(NC(=O)CCNS(=O)(=O)c2cc(Br)cnc2N)c1 | -5% | -4% | 4% | 0% | -11 | 4% | -12% | 0.3
CC(C)(C)OC(=O)NCCNC(=O)c1cccs1 | -1% | -2% | 11% | 0% | -2 | 3% | -1% | 1.0
COc1ccc(/C=C/c2c(-c3ccc(OC)cc3)sc3cc(OC)c(OC)cc23)cc1 | 3% | 0% | 2% | 3% | 22 | 14% | 0% | 0.5
CCCc1nnc(NC(=O)CCC(=O)Nc2ccc(Cl)cc2)s1 | 5% | 3% | -2% | 15% | -2 | 18% | -3% | -1.0
CC1(C)CC(=O)C/C(=N/NC(=O)COc2ccc3ccccc3c2Br)C1 | 5% | -6% | 8% | 6% | -8 | 7% | -11% | -1.4
O=c1c(-c2ccco2)[n+]([O-])c2ccccc2n1OCc1ccccc1[N+](=O)[O-] | 2% | 1% | 17% | 3% | -3 | 17% | -23% | 1.0
O=C(Nc1nc2ccc(Cl)cc2s1)[C@@H]1CCCN1C(=O)c1cccs1 | -13% | -5% | -3% | 5% | -18 | -7% | -5% | -1.1
CC1CCCCC1NC(=O)COC(=O)c1ccc2c(c1)NC(=O)CS2 (stereo not given) | -25% | 0% | -7% | -17% | -9 | -11% | -10% | 0.0
COc1ccc(-c2nc3ccc(Cl)cn3c2CC(C)(C)C)cc1OC | -4% | x | u | -7% | 8 | -4% | 6% | -0.9

Continued, starting with the last 2 of the part before.
SMILES | WRN helicase inh | MmCpn inh | EPAC2 antagonist | EPAC1 agonist | PI5P4K alpha inh | EPAC1 antagonist | PLK1 PBD inh | CCT chaperon mod
CC1CCCCC1NC(=O)COC(=O)c1ccc2c(c1)NC(=O)CS2 (stereo not given) | -25% | 0% | -7% | -17% | -9 | -11% | -10% | 0.0
COc1ccc(-c2nc3ccc(Cl)cn3c2CC(C)(C)C)cc1OC | -4% | x | u | -7% | 8 | -4% | 6% | -0.9
O=C(NCc1ccc(F)cc1)C1CCN(S(=O)(=O)c2cccc3nonc23)CC1 | 0% | -1% | 0% | -1% | 1 | 15% | -4% | -0.1
O=C(OCC(=O)N1CCN(c2ccccc2)CC1)c1cccc([N+](=O)[O-])c1 | -11% | -1% | 6% | 27% | 3 | 6% | -7% | 4.3
CCOC(=O)C1CN(S(=O)(=O)c2ccccc2)C1 | 7% | -1% | 7% | -5% | 2 | -4% | -15% | 0.5
O=C1OC[C@@H]2CCCN2C(=O)[C@@H](CC(=O)N(CCO)Cc2ccccc2)C/C=C\CC[C@H]1Cc1ccc(F)cc1 | -8% | 0% | -13% | 3% | 2 | -4% | -4% | 1.4
O=C(COC(=O)CCc1ccc(S(=O)(=O)N2CCOCC2)cc1)Nc1cccc(Cl)c1 | -4% | 1% | -1% | 1% | 10 | u | -7% | -1.7
CC(C)CC(N)c1csc(Nc2ccc(C(=O)N(C)Cc3ccccc3)cn2)n1 (stereo not given) | -9% | x | 5% | 1% | -9 | -2% | -8% | -2.8
CN(C)S(=O)(=O)c1ccc(NC(=O)COC(=O)Cn2[nH]c(=O)c3ccccc3c2=O)cc1 | -6% | -3% | -5% | 1% | 0 | -9% | -1% | -0.5
COc1cccc(-c2noc(CCC(=O)NC3CCCCC3)n2)c1 | 3% | -6% | 8% | 1% | x | 6% | -5% | 2.8
Nc1nc(=S)c2ncn(C3OC(CO)CC3O)c2[nH]1 (stereo not given) | -4% | x | -6% | 2% | -6 | -1% | -10% | -1.9
CN1C(=S)SC(C)(C)C1NO (stereo not given) | -1% | 0% | 0% | 0% | x | 3% | -10% | 1.6
Cc1ccc([N+](=O)[O-])c2c1C(N1CC(C)OC(C)C1)C(C)(C)O2 (stereo not given) | -4% | 0% | -17% | 5% | 8 | 8% | -12% | -0.4
Cc1cc(CSc2ccccc2)ccc1NC(=O)COc1ccccc1C | -3% | -1% | 4% | 6% | -1 | 14% | -4% | 0.1
CN1CCN(C2CCCCCC2)CC1 | 0% | 0% | 10% | -4% | x | 5% | -7% | 0.2
CSC1=NCCN1C(=O)c1c(F)cccc1Cl | -3% | 0% | 2% | -1% | 0 | 10% | -2% | -3.0
CCOC(=O)c1cnn(-c2nc(SC)nc3sc4c(c23)CCCC4)c1N | -2% | -5% | -3% | 24% | x | -20% | -7% | -2.2
CC(C(=O)NCc1ccco1)n1nc(-c2ccccc2)c2cc(Cl)ccc21 (stereo not given) | 0% | -3% | -1% | -17% | 4 | 2% | -18% | -2.9
CC(C(=O)Nc1nc2ccccc2s1)n1cc([N+](=O)[O-])cn1 (stereo not given) | -4% | -7% | -8% | 10% | 1 | 3% | u | 2.0
CC1CCN(C(=O)c2[nH]cnc2C(=O)NCC(=O)OCc2ccccc2)CC1 | 5% | 0% | 8% | 4% | -2 | 0% | -8% | -0.3
O=C(NCc1cccs1)c1cnc(Cl)c(Cl)c1 | -14% | 0% | 13% | -7% | 2 | 6% | -5% | 1.7
Cn1c(SCC(=O)Nc2nnc(-c3ccccc3)o2)nnc1C1CC1 | -21% | 1% | 1% | -2% | -6 | 10% | -2% | -1.7
CC1(C)CC(=O)C=C(NCc2cccc(C(F)(F)F)c2)C1 | 6% | 3% | 5% | 1% | 1 | 20% | -4% | 1.1
CN(Cc1ccccc1)Cc1ccccc1C(O)c1ccccc1 (stereo not given) | -8% | x | -3% | 12% | 10 | -5% | -6% | -0.8
CC(C)CNc1ncnc2c1ncn2[C@H]1CN(Cc2ccco2)C[C@@H](CO)O1 | 1% | x | 13% | -15% | -7 | 0% | -8% | -3.7
COc1cc(Cn2c(-c3nonc3N)nc3ccccc32)ccc1C | 2% | -1% | 11% | -3% | 19 | 6% | 4% | 0.2
COc1ccc(C2C(C(=O)c3ccc(C)o3)=C(O)C(=O)N2Cc2cccnc2)cc1 (stereo not given) | -9% | 1% | 0% | 0% | 0 | -16% | -11% | 1.0
CC(=O)c1cccc(NC(=O)c2ccc(C)o2)c1 | -5% | -1% | -3% | 4% | -5 | -2% | 30µM* | 0.2
O=C(Nc1nccc(-c2cccs2)n1)c1cccs1 | -12% | -1% | -1% | -4% | 1 | -11% | -3% | -1.9
CC(NC(=O)Nc1ccccc1O)(C(F)(F)F)C(F)(F)F | -6% | -1% | 0% | 0% | 1 | -4% | 27µM* | 0.4
CCOC(=O)C(=O)/C(=C\N(C)C)c1onc(-c2c(F)cccc2Cl)c1C(=O)OC | 7% | 0% | 12% | -8% | 3 | -5% | -24% | 0.2
COc1cccc(OC)c1C(=O)NC(=S)Nc1ccc2oc(-c3ccncc3)nc2c1 | 0% | -11% | 5% | -2% | 10 | 5% | 0% | 0.2
COCCCn1c(SCC(=O)NC2CCCC2)nnc1-c1ccncc1 | 1% | 0% | 6% | -3% | -6 | 10% | 1% | -0.4
CCOC(=O)c1c(NC(=O)c2cccs2)sc2c1CCCC2 | -4% | 0% | -2% | 1% | 8 | -11% | -4% | 0.7
COCc1cc(C)nc(OCC(=O)N/N=C/c2ccc(-c3cc([N+](=O)[O-])ccc3Cl)o2)c1C#N | 2% | -1% | 1% | 0% | 0 | -3% | -17% | -2.6
COc1ccccc1CCNC(=O)c1c(N)[nH]c(C(=O)c2ccccc2)c1-c1ccc(Br)cc1 | -1% | x | -14% | -4% | -1 | -5% | 1% | -0.6
CCn1cc([N+](=O)[O-])c(C(=O)N2N=C(c3ccc(O)c(OC)c3)CC2c2ccccc2O)n1 (stereo not given) | -14% | 2% | -14% | 16% | 4 | 2% | -13% | -1.5
COC(=O)C1=CN(CC2CCCO2)C=C(C(=O)OC)C1c1ccsc1 (stereo not given) | 10% | -2% | 6% | 5% | -4 | 12% | 3% | 0.7
O=C(CNC(=O)c1cccc(F)c1)N/N=C/c1ccc(O)c([N+](=O)[O-])c1 | -16% | 0% | 10% | -7% | -72* | -9% | 2% | -0.1
COc1ccc(N(C(=O)/C=C/c2ccccc2)C2=CC3CCC(C2)N3C)cc1 (stereo not given) | 3% | 4% | -7% | -3% | -1 | -6% | 1% | -1.3
CC(C)N(Cc1ccccc1)C(=O)COC(=O)C1CCN(c2ccc(C(F)(F)F)cn2)CC1 | -4% | -2% | -10% | -3% | -4 | 6% | -3% | -2.3
CS(=O)(=O)N1CCN(c2ccc(NC(=O)c3ccc([N+](=O)[O-])o3)cc2)CC1 | -2% | 0% | 2% | -13% | 0 | -12% | -2% | -0.4
COc1ccc(OC)c(NC2=NC3(CCCC3)N=C(N)N2)c1 | -11% | -1% | 6% | 0% | 4 | -7% | -9% | 1.1
COC(=O)c1cccc(C(=O)N2CCCC(Nc3ccc(C)c(C)c3)C2)c1 (stereo not given) | 2% | -3% | -11% | -7% | 6 | -25% | -3% | -0.9
O=C(NC1CCCCCC1)c1[nH]c(C(F)(F)F)nc1-c1ccccc1 | -5% | x | -1% | -8% | 4 | -20% | -12% | -2.8

High-throughput results from PubChem.

Only part of the results is shown. The share of hits here may be higher or lower than overall.
